MC4R ag barr: MC4R agonists recruiting beta-arrestin, primary screen, cell-based, luminescence, agonist arm of biased-ligand search; 0.98% of 360,000 active; U2OS MC4R beta-arrestin complementation; percent of melanotan II response, DMSO zero; activation, % at 8.9 µM; Melanocortin receptor 4 (Homo sapiens), P32245;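 active means activation above a per-plate cutoff, the mean activation of sample wells on that plate plus 3 SD, cut at about 8% in these data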
Target sequence (P32245 whole entry, looked up): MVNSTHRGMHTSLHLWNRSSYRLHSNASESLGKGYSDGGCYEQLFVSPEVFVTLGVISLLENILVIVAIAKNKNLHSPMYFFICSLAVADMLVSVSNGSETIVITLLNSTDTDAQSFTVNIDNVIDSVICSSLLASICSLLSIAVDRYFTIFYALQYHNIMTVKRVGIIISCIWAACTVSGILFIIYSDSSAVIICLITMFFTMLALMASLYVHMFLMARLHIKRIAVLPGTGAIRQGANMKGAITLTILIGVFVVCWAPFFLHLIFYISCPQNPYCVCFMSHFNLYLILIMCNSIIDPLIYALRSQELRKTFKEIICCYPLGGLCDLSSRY
ABCB6 inh MLPCN: ABCB6 transporter inhibitors, primary screen, K562-ABCB6 cells, flow cytometry, MLPCN library | ATP-binding cassette sub-family B member 6 (Homo sapiens), Q9NP58 | K562-ABCB6 porphyrin accumulation, 1 h; active compounds read low | fluorescence ratio to DMSO, % at 10 µM | 0.19% of 360,000 active;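 active means fluorescence ratio to DMSO below 75%, the collection mean minus 3 SD; inconclusive means too few cells collected in the well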;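 further: signal is porphyrin accumulated inside mitochondria; 100% equals median channel fluorescence of DMSO control wells; lower ratio means ABCB6 inhibition with less porphyrin fluorescence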
H9c2 protect: cardioprotection against H2O2-induced cell death, primary screen, uHTS, H9c2 cells, ATPLite luminescence. 0.63% of 360,000 active. protection from H2O2 cell death, % at 20 µM. H9c2 cardiomyocytes, H2O2 injury protection, 2 h;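 active means compounds giving at least 50% protection of heart cells from peroxide-induced death in the single-dose screen, raw or plate-pattern-corrected value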;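 further: 0% = DMSO wells with peroxide and 100% = DMSO wells without peroxide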
MC4R antag cAMP: MC4R antagonists of cAMP signaling, primary screen, cell-based, TR-FRET, antagonist arm of biased-ligand search. MC4R-expressing cells, MTII-stimulated cAMP, LANCE TR-FRET. inhibition, % at 6.5 µM. 0.48% of 360,000 active. Melanocortin receptor 4 (Homo sapiens), P32245;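 active means inhibition above its plate's cutoff, the mean of tested wells on that plate plus 3 SD, cut at about 29% in these data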;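 further: 0% = Melanotan II alone and 100% = Melanotan II plus saturating MCL0020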
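Assay system: U2OS cells stably expressing human melanocortin 4 receptor (MC4R) / Dosing: 6.5 µM / Timing: compound 30 min, challenge 1 h, detection 1 h / Measured by: Eu-cAMP/anti-cAMP TR-FRET, emission 671 nm / Replicates: singlicate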
CaV13 ICDI inh: Primary screen for inhibitors of IQ motif and Ca2+-dependent inactivation inhibitor domain binding in CACNA1D, Förster resonance energy transfer in living cells, …; HEK cells, CFP/YFP FRET ICDI-IQ, plate reader, 10 min; percent FRET-ratio fall versus neutral wells; AID 743397; inhibition, % at 12.3 µM; 0.098% of 340,000 active;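 active means mean replicate inhibition of at least 30% and at least 1% of replicates passing that level; inconclusive means only one of the two criteria is met; inactive means neither criterion is met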;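 further: 0% = median of the neutral control wells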
PDI inh: inhibitors of human PDI, primary screen, biochemical, turbidity, single point, plate reader; PDI insulin aggregation turbidity, A650, 90 min; 0.052% of 350,000 active; inhibition, % at 10 µM;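 active means mean inhibition across replicates of 30% or more, whatever share of single replicates reach that level; inconclusive means mean inhibition below 30% while every single replicate reaches 30%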;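 further: absorbance from insulin aggregation driven by PDI reduction with DTT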
N-glyco inh: increase of ERlucT glycosylation luciferase signal, primary screen, N-linked glycosylation inhibitor project, D54 ERlucT cells, luminescence, set 2; D54 ERlucT glycosylation luciferase reporter, 24 h; percent of 100 nM tunicamycin response; reporter increase, % at 12.5 µM; 0.23% of 360,000 active;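 active means mean luciferase reporter signal, scaled so untreated is 0 and the glycosylation-blocking control 100, at or above a set limit in every replicate; inconclusive means mean reaches the limit but not every replicate does; inactive means mean below the limit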;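 further: luciferase carries N-glycosylation sites so blocking glycosylation raises the light; 0% = median of neutral control wells and 100% = median of 100 nM tunicamycin wells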
HTR2A ag: mouse Htr2a agonists via beta-arrestin recruitment, primary screen, cell-based, luminescence. 5-hydroxytryptamine receptor 2A (Mus musculus), P35363. CHO-K1 mHTR2A beta-arrestin complementation; percent of 30 µM serotonin response. activation, % at 7.6 µM. 0.66% of 360,000 active;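 active means activation above a run cutoff, the mean activation of all tested compounds plus 3 SD, cut at about 14% in these data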;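 further: 0% = plate median of compound wells and 100% = 30 µM serotonin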
Target sequence (P35363 whole entry, looked up): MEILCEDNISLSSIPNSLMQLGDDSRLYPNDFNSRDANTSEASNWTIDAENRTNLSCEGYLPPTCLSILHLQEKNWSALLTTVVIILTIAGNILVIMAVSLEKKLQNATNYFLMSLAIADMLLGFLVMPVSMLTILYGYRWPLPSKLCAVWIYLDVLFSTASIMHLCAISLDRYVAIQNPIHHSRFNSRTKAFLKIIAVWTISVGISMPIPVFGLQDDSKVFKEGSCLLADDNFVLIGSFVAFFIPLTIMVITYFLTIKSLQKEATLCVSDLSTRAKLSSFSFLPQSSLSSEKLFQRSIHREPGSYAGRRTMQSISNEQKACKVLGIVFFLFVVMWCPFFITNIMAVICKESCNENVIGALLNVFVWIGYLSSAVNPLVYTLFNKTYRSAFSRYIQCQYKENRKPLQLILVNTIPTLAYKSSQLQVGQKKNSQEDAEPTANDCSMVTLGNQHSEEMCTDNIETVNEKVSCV
Granule exo inh: LAMP-1 surface exposure blockers, TALL-104 cells – cell-based, flow cytometry, MLPCN library, primary screen. TALL-104 LAMP-1 surface exposure; cells stimulated with thapsigargin and PMA. inhibition, % at 10 µM. 0.66% of 360,000 active. AID 651702, 2012;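 active means inhibition above about 55%, limit read from the data; inconclusive means no clear call, values can overlap the other calls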
ABHD5-PLIN5 inh: ABHD5-PLIN5 interaction inhibitors, primary screen, cell lysate, split luciferase complementation, luminescence | inhibition, % at 4 µM | Split G. princeps luciferase complementation, 4 h | 0.78% of 360,000 active | AID 602281, 2012;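 active means inhibition above the mean inhibition across every tested compound plus 3 SD, cut at about 22% in these data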;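 further: 0% = DMSO only wells and the 100% control is not disclosed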
Active calls of the source: *; ? = inconclusive; . = not tested or not shown.

No.	structure	MC4R ag barr	ABCB6 inh MLPCN	H9c2 protect	MC4R antag cAMP	CaV13 ICDI inh	PDI inh	N-glyco inh	HTR2A ag	Granule exo inh	ABHD5-PLIN5 inh
1	O=C(CN(Cc1ccc(F)cc1)S(=O)(=O)c1ccc(S(=O)(=O)N2CCOCC2)cc1)Nc1ccccc1	0.3	102.0	4.1	8.9	-2.4	-4.8	-1.6	5.5	14.1	2.1
2	O=C(COC(=O)CCc1nc2ccccc2c(=O)[nH]1)Nc1ccc(Cl)cn1	-2.0	105.0	43.9	18.6	9.3	17.4	0.0	4.7	-0.6	-3.7
3	O=C(CCC(=O)N1CCN(S(=O)(=O)c2ccccc2)CC1)NC1CCCc2ccccc21 (configuration not stated)	0.5	100.0	1.2	6.2	-3.7	-4.7	-1.0	4.2	-1.7	-1.0
4	CCOc1cc(CN2CCN(C(=O)c3cccc4ccccc34)CC2)ccc1OC	-0.8	100.0	-7.3	12.1	-1.6	0.8	0.4	-3.1	8.0	0.9
5	COc1ccc(NC(=O)NNC(=O)c2ccc3ccccc3c2O)c(OC)c1	-2.0	104.0	3.5	12.5	.	3.7	2.5	1.9	1.8	-1.8
6	COc1ccccc1N1CCN(C(=O)c2cc3cc(Cl)ccc3[nH]2)CC1	-1.0	100.0	-5.2	-2.5	-1.1	-7.9	15.1	-0.6	-3.4	3.5
7	CCOC(=O)c1c(C)c(C(=O)NCCCOC)c(C)n1C	-0.9	102.0	7.5	12.8	-6.7	0.9	-0.6	1.7	0.0	-0.7
8	CC(=O)Nc1ccc(NC(=O)c2ccccc2N(C)S(C)(=O)=O)cc1	-1.1	110.0	7.1	-2.6	-2.6	2.2	1.8	3.4	1.6	-4.1
9	CC(NC(=O)COC(=O)/C=C/c1ccc2c(c1)OCO2)c1ccccc1 (configuration not stated)	2.2	96.0	8.1	3.2	-1.7	-5.4	2.3	-5.0	1.2	3.4
10	COC(=O)CNC(c1ccccc1Cl)c1cc(Br)ccc1NS(=O)(=O)c1ccc(C)cc1 (configuration not stated)	3.9	99.0	-3.3	2.2	-3.1	-5.3	-8.8	0.6	?	-5.5
11	O=C(c1ccccc1)N1CCCOC1c1ccccc1 (configuration not stated)	-1.4	99.0	8.5	6.4	-1.8	-2.2	1.2	3.8	-0.3	3.9
12	Cc1noc(C)c1S(=O)(=O)Nc1ccc(C(=O)N2CCN(c3cccc(Cl)c3)CC2)cc1	1.8	102.0	-6.7	14.3	-5.3	-3.1	3.2	-1.4	12.4	2.9
13	Cc1nc(Cc2nnc(SCC(=O)Nc3c(C)cccc3C)o2)cs1	-0.1	96.0	3.8	-2.5	-5.3	-7.5	-1.5	-3.4	-6.5	2.1
14	COCCCN1C(=O)C(CC(=O)NC2CCCCC2)CC(C(=O)N2CCOCC2)=C1C (configuration not stated)	0.4	106.0	6.2	0.5	-2.6	2.4	0.5	-1.4	-6.5	4.1
15	O=C(CNc1cccc(S(=O)(=O)N2CCCC2)c1)Nc1cccc(C(F)(F)F)c1	1.3	97.0	-16.9	1.9	-7.3	10.3	-2.3	-6.5	24.3	-12.0
16	Cc1ccc(S(=O)(=O)c2cnc3cc(C)nn3c2N)cc1	1.8	100.0	10.3	-4.9	-6.5	7.9	0.7	4.9	-0.7	8.1
17	O=C(Nc1ccc2c(c1)OCCO2)c1cccc2nc3ccccc3nc12	8.2	97.0	2.1	-0.2	-7.6	19.6	2.6	1.0	50.9	3.5
18	CCOC(=O)c1cc(-c2ccc(OC(F)F)cc2)nc2nc(SC)[nH]c(=O)c12	-1.7	99.0	-3.7	6.3	6.2	2.4	1.5	6.5	-0.2	-4.4
19	CSc1cccc(NC(=O)C2C3C=CC4(O3)C2C(=O)N(CCCN2CCOCC2)C4C(=O)NC2CCCCC2)c1 (configuration not stated)	0.7	103.0	3.1	-5.4	-3.8	-3.8	0.3	-0.3	-2.9	-5.3
20	CCOc1ccccc1N(CC(=O)Nc1ccccc1F)S(=O)(=O)c1ccccc1	1.6	94.0	-3.1	-2.0	-1.6	19.6	-5.2	-6.5	56.9*	6.0

Following part.
No.	structure	MC4R ag barr	ABCB6 inh MLPCN	H9c2 protect	MC4R antag cAMP	CaV13 ICDI inh	PDI inh	N-glyco inh	HTR2A ag	Granule exo inh	ABHD5-PLIN5 inh
21	COC(=O)N1C(=O)[C@](c2ccc(Cl)cc2)(C(C)C)N1C(=O)OC	0.3	96.0	48.4	4.5	-5.0	3.6	0.6	1.0	4.9	-0.7
22	CS(=O)(=O)N1CCCCC1c1cc(C(=O)Nc2cccc(C#N)c2)no1 (configuration not stated)	2.1	92.0	11.9	-2.5	-4.7	-1.1	0.1	1.8	0.0	0.6
23	C[C@@H]1CN([C@@H](C)CO)S(=O)(=O)c2ccc(Br)cc2O[C@H]1CN(C)C(=O)C1CCCCC1	0.2	101.0	2.5	7.3	-6.2	-7.2	0.3	2.9	0.6	-6.2
24	O=C(/C=C/c1ccccc1Cl)Nc1cccc(S(=O)(=O)NC2=NCCCCC2)c1	-1.6	101.0	-9.5	8.2	-3.0	-2.2	-0.3	-5.2	-1.7	-1.4
25	Nc1n[nH]c(C2CC2)c1N=Nc1ccc(Cl)c(Cl)c1	-0.8	97.0	-6.2	3.2	-10.9	-4.4	3.6	2.8	5.7	-0.1
26	COC(=O)c1ccc(OC(=O)c2ccco2)cc1	-1.0	94.0	6.5	-5.3	-4.8	0.1	2.8	4.0	0.1	-4.5
27	Cc1cc(C)nc(/N=C(/NC(=O)Nc2ccc(Cl)c(Cl)c2)Nc2cccc(Cl)c2)n1	-1.5	96.0	0.2	-5.8	-5.1	-1.4	0.2	-1.4	4.6	-1.9
28	O=C(O)c1cc(OCc2ccccc2)cc(OCc2ccccc2)c1	-0.3	101.0	0.0	-1.4	-20.4	-11.6	-1.0	-1.6	9.3	-4.9
29	COc1ccc[nH]c1=O	0.0	100.0	1.9	13.7	-8.5	-2.6	1.7	-1.9	1.0	2.4
30	C[n+]1cccc2c(Br)ccc([O-])c21	-0.4	93.0	1.1	-14.7	-5.0	-10.2	1.5	-0.7	-5.1	-28.6
31	CCN(CC)S(=O)(=O)c1ccc(N2CCOCC2)c(NC(=O)Cc2ccccc2)c1	3.8	87.0	-2.6	4.2	-4.8	-4.6	1.7	0.0	-3.7	0.3
32	CN1CCCN(C(=O)c2cc(-c3ccc(Cl)c(Cl)c3Cl)nc3ccccc23)CC1	-0.2	96.0	2.5	6.0	5.8	9.1	2.4	-2.2	1.0	2.7
33	COCCNC(=O)COc1ccc(C)c(C)c1	0.0	102.0	-1.9	17.3	-8.4	5.6	1.5	0.2	2.9	-0.2
34	CCCNc1nc2c(c(=O)[nH]c(=O)n2C)n1CCc1ccccc1	0.5	100.0	-1.1	-1.2	-6.5	-8.4	2.8	-3.8	-2.6	-15.5
35	O=C(CNC(=O)c1ccccc1)OCC(=O)c1cccs1	-0.5	97.0	3.1	21.4	-3.8	-8.7	-4.8	-8.5	-18.1	-1.5
36	O=C(c1ccccc1)c1cc2c(cc1[N+](=O)[O-])OCCO2	-3.2	102.0	0.0	-1.2	-6.8	-0.3	-1.5	1.5	9.2	2.2
37	O=C1CSCN1c1ccc(Cl)cc1	-2.1	101.0	1.3	0.5	-19.6	-3.4	1.5	-2.6	-3.9	1.9
38	CCOc1ccc(C(=O)NC(=S)Nc2cc(C)ccn2)cc1[N+](=O)[O-]	-0.1	99.0	-2.6	-3.9	-2.1	11.8	2.1	-0.9	-1.4	-5.6
39	CC1(C)Cc2nc(NCCCO)c(C#N)cc2CO1	0.0	107.0	0.9	4.1	.	5.5	-2.1	-1.7	1.9	0.8
40	c1ccc(Cc2nc3ccccc3[nH]2)cc1	0.9	107.0	-13.9	4.6	-5.1	-6.1	7.1	-3.0	-12.3	-1.2

Other structures follow:
No.	structure	MC4R ag barr	ABCB6 inh MLPCN	H9c2 protect	MC4R antag cAMP	CaV13 ICDI inh	PDI inh	N-glyco inh	HTR2A ag	Granule exo inh	ABHD5-PLIN5 inh
41	Cc1sc2ncnc(-n3nnc4ccccc43)c2c1C	-1.4	105.0	5.1	6.2	-5.1	0.3	-1.8	3.9	-0.9	-6.7
42	COc1ccc(NS(=O)(=O)c2cc(C(=O)N3CCCCCC3)ccc2C)cc1	0.3	95.0	-1.1	11.6	-3.4	6.5	0.2	0.8	1.7	6.5
43	CC1CCc2nc3ccc(S(=O)(=O)N4CCC(C(=O)NC5CCCC5)CC4)cc3c(C(=O)O)c2C1 (configuration not stated)	0.0	99.0	5.7	11.4	-5.7	0.7	2.8	-0.8	-0.7	2.1
44	O=C(CSc1nc2ccccc2s1)N/N=C/c1ccccc1C(=O)O	-1.3	99.0	-7.2	20.2	-1.4	1.5	-11.6	2.8	-3.0	-2.1
45	COc1cc(C(=O)N(CCc2ccccc2)C2CC3CCC(C2)N3C)cc(OC)c1OC (configuration not stated)	-1.1	88.0	16.6	-2.1	-5.2	-4.3	-1.7	-1.9	-0.7	-7.2
46	CCOC(=O)CCCCCC(=O)Nc1ccc2c(c1)C(=O)N([C@@H](C)CO)C[C@@H](C)[C@H](CN(C)S(=O)(=O)c1cccs1)OCCCC[C@H](C)O2	1.4	99.0	-7.1	1.6	-3.9	3.5	1.6	4.0	-4.2	15.8
47	CC(C)CCNC(=O)CNC(=S)N(CCCN1CCOCC1)Cc1cccs1	1.3	98.0	1.0	-6.7	-5.3	2.0	-1.1	6.6	-1.7	3.8
48	CN(CCCNC(=O)CCC(=O)N1CCOc2ccc(Cl)cc21)Cc1ccccc1	0.1	99.0	7.3	1.0	-6.0	.	-2.2	-6.9	0.4	-4.7
49	CN1CN(C)c2ccc([N+](=O)[O-])c3cccc1c23	-2.5	95.0	12.5	-12.6	-5.0	9.0	-3.5	-0.4	3.1	-2.5
50	COc1ccc(C(CNC(=O)COc2ccccc2OC)N2CCCCC2)cc1 (configuration not stated)	-1.3	99.0	-0.5	-1.6	-2.3	3.9	-0.3	-9.9	-0.5	-2.4
51	COc1ccccc1-c1nnc(NC(=O)C2CCCN2S(=O)(=O)c2cccs2)o1 (configuration not stated)	-0.7	93.0	-1.6	8.4	-4.7	-3.5	1.4	-0.3	-0.4	1.2
52	O=c1nc(/C=C/c2cc([N+](=O)[O-])ccc2Cl)cc(C(F)(F)F)[nH]1	-2.0	95.0	1.2	6.2	-3.9	-0.3	2.6	-0.6	2.2	-1.7
53	O=C(CCCCn1cnc2c(=S)nc[nH]c21)Nc1ccc(C(=O)O)cc1	1.2	94.0	2.4	-3.5	-10.2	-23.3	-0.5	1.7	-1.1	1.5

From PubChem
